Bioassay records as filed in PubChem BioAssay.
GPR151 activ = activators of human GPR151; hit rate 1% among 650,000; Q8TDV0; PathHunter beta-arrestin GPR151 cells, luminescence; activation, % at 11.2 µM; in the data active means activation above about 4.9%;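 further: 0% = median of compound wells and 100% = cells with positive control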
Target sequence (Q8TDV0 whole entry, looked up): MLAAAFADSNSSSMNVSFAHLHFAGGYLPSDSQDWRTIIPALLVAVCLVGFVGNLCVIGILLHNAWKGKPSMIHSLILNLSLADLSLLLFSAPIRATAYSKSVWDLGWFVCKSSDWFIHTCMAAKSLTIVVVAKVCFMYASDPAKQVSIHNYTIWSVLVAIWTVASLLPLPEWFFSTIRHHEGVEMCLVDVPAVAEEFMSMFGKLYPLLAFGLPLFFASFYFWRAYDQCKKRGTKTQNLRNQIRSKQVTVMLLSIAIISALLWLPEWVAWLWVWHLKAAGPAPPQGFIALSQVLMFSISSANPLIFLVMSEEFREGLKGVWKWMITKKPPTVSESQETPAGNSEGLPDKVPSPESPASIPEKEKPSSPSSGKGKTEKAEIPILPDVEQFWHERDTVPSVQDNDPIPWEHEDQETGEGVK
TEAD-YAP inh = TEAD-YAP interaction inhibition; HEK-TIYL cells, TEAD-Gal4/YAP UAS-luciferase luminescence; inhibition, % at 9.12 µM; hit rate 1.4% among 640,000; AID 1259422; in the data active means inhibition above about 32%;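 further: 0% = median of test compound wells and 100% = reference inhibitor wells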
MITF primary = blocks human microphthalmia-associated transcription factor; O75030; AlphaScreen MITF homodimerization, bead proximity signal; inhibition, % at 2.6 µM; hit rate 0.91% among 650,000; in the data active means inhibition above about 50%;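 further: 0% = vehicle wells with protein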
FBW7 activator = human FBW7 E3 ligase activation, primary screen. AlphaScreen FBW7–phospho-cyclin E peptide binding, activator screen. normalized activity (activation), % at 26.1 µM. hit rate 0.13% among 650,000. AID 1259310; in the data active means normalized activity above about 1.9%;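 further: purified mutant Fbw7 with reduced substrate affinity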
Target sequence (Q969H0 whole entry, looked up): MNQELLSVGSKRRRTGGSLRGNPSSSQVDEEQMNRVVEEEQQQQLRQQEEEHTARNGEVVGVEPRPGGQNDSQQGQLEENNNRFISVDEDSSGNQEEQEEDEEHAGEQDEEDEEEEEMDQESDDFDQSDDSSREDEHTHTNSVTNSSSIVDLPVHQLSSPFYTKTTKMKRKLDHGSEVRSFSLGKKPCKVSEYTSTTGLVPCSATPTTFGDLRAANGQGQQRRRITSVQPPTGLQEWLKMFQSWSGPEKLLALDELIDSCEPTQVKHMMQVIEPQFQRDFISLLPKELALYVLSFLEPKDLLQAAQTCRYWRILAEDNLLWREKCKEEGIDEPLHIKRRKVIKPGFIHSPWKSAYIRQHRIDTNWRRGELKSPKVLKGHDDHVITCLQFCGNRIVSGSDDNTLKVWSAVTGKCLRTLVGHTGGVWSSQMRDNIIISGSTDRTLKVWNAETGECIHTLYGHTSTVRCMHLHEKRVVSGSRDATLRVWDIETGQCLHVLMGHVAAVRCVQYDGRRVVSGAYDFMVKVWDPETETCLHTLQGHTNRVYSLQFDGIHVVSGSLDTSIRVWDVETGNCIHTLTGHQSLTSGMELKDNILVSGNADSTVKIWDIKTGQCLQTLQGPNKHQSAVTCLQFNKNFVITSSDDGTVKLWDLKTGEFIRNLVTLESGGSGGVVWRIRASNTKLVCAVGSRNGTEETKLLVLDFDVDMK
* marks the source's active call; other numbers are inactive results.

SMILES | GPR151 activ | TEAD-YAP inh | MITF primary | FBW7 activator
Cc1ccc(C(=O)n2cc(Br)cn2)cc1 | 0.9 | 4 | 5 | 0.2
Cc1cc(S(=O)(=O)Nc2ccc3ccccc3c2)c(C)s1 | 0.7 | 28 | -14 | 0.0
Cc1cccn2c(=O)c(/C=N/Nc3ccc([N+](=O)[O-])cc3[N+](=O)[O-])c(NCCO)nc12 | -0.6 | -5 | 16 | 0.0
CCOC(=O)c1c(N)n(-c2cc(OC)c(OC)c(OC)c2)c2nc3ccccc3nc12 | -0.2 | -2 | 7 | 0.2
CCOC(=O)C1CCN(Cc2ccccc2F)CC1 | 0.2 | 0 | 26 | -0.2
CC1=NN(c2ccc(Cl)cc2)C(=O)/C1=C/c1ccccc1[N+](=O)[O-] | 1.1 | 1 | -4 | -0.6
O=C1CSC(=Nc2ccccc2)N1S(=O)(=O)c1ccc(F)cc1 | -2.0 | -3 | -4 | 0.2
O=C(COc1cccc(F)c1)NNC(=O)c1ccc(Cl)c([N+](=O)[O-])c1 | 0.4 | 13 | 1 | 0.0
CCc1nc(SCC(=O)Nc2nc(C)c(C)s2)[nH]c(=O)c1C | -0.3 | 0 | 6 | 0.4
COc1ccc(-c2ccc(/C=C3\C(=O)N(C)C(=O)C(C#N)=C3C)o2)cc1[N+](=O)[O-] | 1.1 | 4 | -4 | 0.1
COc1ccc(O)c(C(=O)/C=C(\N)C(F)(F)F)c1 | -0.4 | 0 | 12 | 0.6
CC(C)(C)c1ccc(-c2ccc(OCCN3CCOCC3)nc2)cc1 | 5.8* | 58* | -2 | -0.6
CCNc1nc(NCC)nc(SCC(C)=O)n1 | -0.8 | 2 | 13 | 0.0
O=C(c1ccc([N+](=O)[O-])cc1)n1cc(C(F)(F)F)ccc1=O | 1.7 | -6 | -6 | 0.1
CCOC(=O)c1cnn(-c2ccccc2)c1NC(=O)C(C)(C)C | -2.2 | -1 | -1 | 0.1
CC(C)C1Nc2c(C(=O)c3ccccc3)cc(Cl)cc2C2C=CCC21 (stereo not drawn) | 0.1 | 3 | 9 | 0.2
CS(=O)(=O)Nc1cccc(-c2cn3c(NC(=O)CC4CC4)cnc3cn2)c1 | -1.0 | 1 | 1 | -0.2
O=C(Nc1ccc(F)cc1)N1CCC(CN2CCCC2)CC1 | -1.2 | -4 | 5 | 0.1
Cc1cc(NCCc2ccc(O)cc2)nc(-c2ccc(C(=O)N3CCN(C)CC3)cc2)n1 | 1.2 | -7 | 3 | -0.1
Cc1cccn2c(CNC34CC5CC(CC(C5)C3)C4)c(C(=O)N3CCCCC3)nc12 | 1.2 | -4 | -12 | 0.0
CCn1c(SCC(=O)Nc2nccs2)nnc1-c1ccc(Br)cc1 | 1.2 | -7 | 0 | 0.0
CCOC(=O)c1cc(-c2cccc(OC)c2)nc2c1c(=O)[nH]c(=O)n2Cc1ccccc1 | -0.1 | 0 | -2 | -0.2
Cc1ccc(-n2c(=O)cc(N3CCN(c4ccc(F)cc4)CC3)[nH]c2=O)cc1 | 1.9 | -8 | -1 | -0.1
O=C1c2ccccc2C(=O)N1c1ccc(-c2ccccc2)cc1[N+](=O)[O-] | 3.0 | 7 | 11 | 0.0
O=C1CC(=O)Nc2cc(S(=O)(=O)Nc3ccc(-c4ccno4)cc3)ccc2N1 | 2.8 | -13 | -5 | 0.1
Cc1nc(SCC(=O)NC(C)(C)C)c(C#N)c(C)c1C | -0.9 | 1 | 2 | -0.1
COCCn1c(C)cc(C(=O)CSc2nnc3scc(-c4ccc(C)cc4)n23)c1C | 1.1 | 0 | 15 | 0.3
CCOC(=O)C1=C(N)Oc2cc(C)oc(=O)c2C1c1cccc(Br)c1 (stereo not drawn) | 0.7 | 10 | -1 | 0.0
Cc1cccc(NC(=O)NCC(c2ccco2)N2CCCCC2)c1 (stereo not drawn) | 1.0 | 2 | 2 | -0.1
Cc1nn(Cc2ccccc2)c(C)c1NC(=O)c1cc(-c2ccc3c(c2)OCO3)on1 | -0.9 | 3 | -11 | 0.0
COc1cccc(-c2nc3nc(C)c(CCC(=O)NC4CCCC4)c(C)n3n2)c1 | 0.3 | -8 | 1 | 0.0
N=C1C(c2ccccc2)=C(O)CN1c1ccccc1Cl | 0.4 | -21 | -6 | -0.2
O=C(COC(=O)c1c(F)cccc1F)Nc1ccc(Cl)cn1 | -0.8 | 5 | 10 | 0.1
CCOC(=O)C1=C(C)N=c2s/c(=C/c3cc([N+](=O)[O-])ccc3N3CCN(C)CC3)c(=O)n2C1c1cccc(OC)c1 (stereo not drawn) | -0.3 | -23 | 7 | -0.1
Nc1cccc(-c2nc(NCCc3ccc(O)cc3)c3ncn(C4CCCCC4)c3n2)c1 | 1.1 | 4 | 9 | 0.0
Cc1cc(C)c(NC(=O)c2ccc(F)cc2)c([N+](=O)[O-])c1 | 0.3 | 4 | 8 | 0.2
Cc1cc(C)nc(CNc2nncc(-c3ccccc3C)n2)n1 | -1.4 | 11 | 8 | 0.3
COc1cccc(/C=N/Nc2ncnc3nc[nH]c23)c1OC | -2.7 | 37* | -19 | 0.0
CCc1ccc(C2CC(c3ccc(OC)c(OC)c3)=NN2S(C)(=O)=O)cc1 (stereo not drawn) | 0.1 | -31 | 1 | 0.2
O=C(c1ccccc1Cl)N1CCN(c2nc3ccccc3s2)CC1 | 0.0 | -4 | -4 | 0.2

Compound profiles, as listed above.
Listed for Nc1cccc(-c2nc(NCCc3ccc(O)cc3)c3ncn(C4CCCCC4)c3n2)c1 = GPR151 activ = 1.1; TEAD-YAP inh = 4; MITF primary = 9; FBW7 activator = 0.0
Listed for Cc1cccn2c(CNC34CC5CC(CC(C5)C3)C4)c(C(=O)N3CCCCC3)nc12 = GPR151 activ = 1.2; TEAD-YAP inh = -4; MITF primary = -12; FBW7 activator = 0.0
Listed for O=C(COc1cccc(F)c1)NNC(=O)c1ccc(Cl)c([N+](=O)[O-])c1 = GPR151 activ = 0.4; TEAD-YAP inh = 13; MITF primary = 1; FBW7 activator = 0.0

Next part
SMILES | GPR151 activ | TEAD-YAP inh | MITF primary | FBW7 activator
CC(=O)Nc1ccc(SC(C)C(=O)NC2CCCC2)cc1 (stereo not drawn) | -0.1 | 5 | -5 | 0.1
O=C(Cc1ccc(F)cc1)Nc1nnc(SCC(=O)NC2CCCCC2)s1 | -1.3 | -12 | 1 | 0.0
CC(=O)c1ccc(Oc2c(F)c(F)nc(F)c2F)cc1 | -0.5 | 6 | 4 | 0.0
Cc1ccc(-c2cc3c4cccn4ccn3c2)cc1 | 0.4 | -8 | 4 | -0.1
COc1cc(OC)c(S(=O)(=O)N2CCOCC2)cc1S(=O)(=O)N1CCOCC1 | -1.3 | -3 | -8 | -0.2
CCCOc1ccc(/C(O)=C2/C(=O)C(=O)N(CCN(CC)CC)C2c2ccc(C(C)C)cc2)c(C)c1 (stereo not drawn) | 4.6 | -4 | -3 | -0.1
Fc1cccc(F)c1CN1CCOc2ccc(CN3CCOCC3)cc2C1 | -1.3 | -6 | 5 | 0.1
c1ccc(-c2cnc(N3CCCC3)nc2)cc1 | -3.0 | -60 | -1 | -0.1
CCCCNC(=O)c1ccc(OC2CCN(Cc3ccccn3)CC2)cc1 | 3.8 | -8 | 12 | 0.1
Cc1ccc(-c2c3c(nc4sc(C(=O)OCc5ccccc5)c(N)c24)CCCC3)o1 | 0.0 | -2 | -5 | -0.2

Four compounds out of the list, arranged by molecular weight, rising.
SMILES | GPR151 activ | TEAD-YAP inh | MITF primary | FBW7 activator
c1ccc(-c2cnc(N3CCCC3)nc2)cc1 | -3.0 | -60 | -1 | -0.1
Fc1cccc(F)c1CN1CCOc2ccc(CN3CCOCC3)cc2C1 | -1.3 | -6 | 5 | 0.1
O=C(Cc1ccc(F)cc1)Nc1nnc(SCC(=O)NC2CCCCC2)s1 | -1.3 | -12 | 1 | 0.0
Cc1ccc(-c2c3c(nc4sc(C(=O)OCc5ccccc5)c(N)c24)CCCC3)o1 | 0.0 | -2 | -5 | -0.2

The list continues:
SMILES | GPR151 activ | TEAD-YAP inh | MITF primary | FBW7 activator
COCCNC(=O)C(=O)N/N=C/c1ccc(Cl)cc1Cl | -0.5 | -11 | 1 | -0.3
CCOc1ccc(-n2cc(-c3ccccc3)c3c(Nc4cccc(F)c4)ncnc32)cc1 | 0.1 | -10 | 10 | 0.2
CCC(C)NC(=O)CN(c1ccccc1OC)S(C)(=O)=O (stereo not drawn) | -1.0 | 2 | -6 | -0.1
O=C1CSC(=S)N1/N=C/c1ccccc1 | 0.0 | 4 | 4 | -0.5
Cc1ccc2nc(SCC(=O)N3CCC(C)CC3)c(C#N)cc2c1 | -0.4 | -9 | -3 | 0.0
N#CC(C#N)=Cc1ccc(NC(=O)/C=C/c2ccc(Br)o2)cc1 | 1.0 | -12 | 18 | 0.0
CC(C)CNC(=S)N1CCC(n2cnc3cc(F)ccc32)CC1 | 0.0 | 2 | 14 | 0.1
CC1CC(C)CN(C(=O)CSc2nc3ccccc3n2CC(=O)NC(C)C)C1 (stereo not drawn) | -0.7 | -5 | 13 | 0.1
Cc1ccc(CC(NC(=O)c2ccccc2)C(=O)NC(C(=O)O)C(C)C)cc1 (stereo not drawn) | 0.2 | 4 | 10 | -0.1
COCC(=O)NNC(=S)Nc1sc(C)c(C)c1C(=O)OC | -0.9 | -5 | -1 | -0.2

Exported with each value named: entries from further up
canonical_smiles: CC1CC(C)CN(C(=O)CSc2nc3ccccc3n2CC(=O)NC(C)C)C1 (stereo not drawn)
  GPR151 activ = -0.7 | TEAD-YAP inh = -5 | MITF primary = 13 | FBW7 activator = 0.1

canonical_smiles: CC(C)CNC(=S)N1CCC(n2cnc3cc(F)ccc32)CC1
  GPR151 activ = 0.0 | TEAD-YAP inh = 2 | MITF primary = 14 | FBW7 activator = 0.1

Next compounds
SMILES | GPR151 activ | TEAD-YAP inh | MITF primary | FBW7 activator
Cc1ccc(NC(=O)CSc2nc3ccsc3c(=O)n2-c2ccc(Br)cc2)cc1Cl | -0.6 | 23 | -5 | 0.1
O=C(N/N=C/c1cccc(O)c1)c1cc(-c2ccc(Br)cc2)n[nH]1 | 1.8 | 5 | 4 | 0.1
Cc1cc(C)c(C#N)c(SCc2csc(C)n2)n1 | -0.7 | -9 | -4 | 0.1
O=C(N/C(=C/c1ccccc1)C(=O)N1CCN(c2ccccn2)CC1)c1ccccc1 | 3.8 | 7 | -4 | 0.0
O=C(NN1C(=O)C2C3c4ccccc4C(c4ccccc43)C2C1=O)c1ccccc1 (stereo not drawn) | -0.3 | 5 | -1 | -0.1
CCOc1ccc(C(=O)N(CN2CCCC2=O)c2nc3ccccc3s2)cc1 | 0.3 | -70 | 6 | 0.0
CC1CCN(c2oc(-c3ccccc3)nc2C#N)CC1 | -0.3 | -24 | 13 | -0.1
CCCC12CN(C(=O)CC)CC(C)(CN(C(=O)CC)C1)C2=O | -0.5 | 0 | -13 | -0.2
C/C(N)=C(/C#N)C(=O)CSc1nnc(-c2ccoc2C)n1Cc1ccccc1 | -0.1 | -4 | 5 | 0.1
Cn1cc(C(=O)Nc2ccccc2C(F)(F)F)c2ccccc2c1=O | 0.5 | 11 | 2 | 0.1
O=C(NNC(=O)c1ccc([N+](=O)[O-])cc1Cl)c1ccncc1 | -1.5 | 3 | 10 | 0.1
Cc1c(C(c2cccc(Br)c2)c2c(C)n(C)n(-c3ccccc3)c2=O)c(=O)n(-c2ccccc2)n1C | -0.7 | -1 | 1 | -0.1
C=CCC(=O)N1CCC(C(Cc2ccccc2F)N(C)Cc2cn(C)nc2C)CC1 (stereo not drawn) | -0.3 | -9 | -8 | -0.1
C=CCN1C(=O)/C(=C\c2ccc(OCC)cc2)C(C(=O)OC)=C1C | -0.9 | 4 | 6 | -0.1
CCC1C(=O)N=C(SCC(=O)NCc2ccccc2)NC1=O (stereo not drawn) | -0.9 | 8 | 7 | -0.1
O=C(CCSCc1ccccc1Cl)N1CCN(c2ccccc2F)CC1 | 0.4 | -5 | 2 | 0.0
O=C(c1cccs1)c1conc1C(=O)c1cccs1 | 0.5 | 9 | 3 | 0.1
COC(=O)c1ccc(NC(=O)c2ccc(C#N)cc2F)cc1 | 2.8 | 3 | 16 | 0.1
O=C(NC1CCN(Cc2ccccc2)CC1)c1ccc(-n2c(=S)[nH]c3ccccc3c2=O)cc1 | -1.3 | 2 | 15 | 0.1
O=S(=O)(c1ccccc1)N1CCN(Cc2cccc(Cl)c2)CC1 | 0.1 | 2 | 64* | 0.2
CCCC(=O)c1c(NCc2ccccc2)cc(C)oc1=O | -1.8 | 2 | -3 | -0.1
Cc1ccc(CN2CCN(CC(=O)NCCc3ccccc3)C2=O)cc1 | 1.2 | 1 | -3 | -0.1
COc1ccc(/C(N)=N/OC(=O)COc2ccc(Cl)c(C)c2)cc1 | -0.6 | 10 | -16 | 0.1
Cc1cc(-c2cnc(N3CCCC3)nc2C2CCN(C(=O)C3CCC3)CC2)on1 | -0.6 | -15 | 8 | 0.2
CC(=O)N1c2ccc(C)cc2C2=NNC(=S)NC21O (stereo not drawn) | -0.4 | -6 | 12 | -0.6
Cc1cccc(C(=O)Nc2ccc(S(=O)(=O)Nc3nccs3)cc2)c1 | 0.3 | -5 | -1 | 0.0
COC(=O)c1ccc(Nc2ncnc3c2cnn3-c2ccccc2)cc1 | 0.3 | -6 | -5 | 0.0
CC1CC(C)CN(c2nc3c(c(=O)n(C)c(=O)n3C)n2C)C1 (stereo not drawn) | -0.5 | 8 | -5 | 0.0
COc1ccc(CNC(=O)CCCCCn2c(=S)[nH]c3ccc(Br)cc3c2=O)cc1 | 0.0 | 4 | -3 | 0.0
COC(=O)c1cccc([N+](=O)[O-])c1CN1CCCC(C(N)=O)C1 (stereo not drawn) | 2.0 | 6 | 9 | 0.3
O=C1CC(C(=O)Nc2cc(Cl)ccc2Cl)n2ncnc2N1 (stereo not drawn) | -0.6 | -4 | -7 | 0.0
CC(=O)c1ccc(-c2cc(F)cc3c2OC(CNC(=O)c2c(C)noc2C)C3)s1 (stereo not drawn) | 0.7 | 4 | 0 | 0.0

Rows were taken by chance; overall some 3.5% were active at least once.
